# Furin inhibitor = human furin inhibitors, primary screen, biochemical, fluorescence intensity. purified furin, fluorogenic substrate cleavage. hit rate 0.061% among 220,000. P09958. inhibition, % at 30 µM; in the data active = inhibition above about 25%; note: inactives centre near -15
# EBV gp42 inh = Epstein-Barr virus gp42 inhibitors, primary screen, biochemical, uHTS, fluorescence polarization; inhibition, % (tested at 21.74 µM); Glycoprotein 42 (Epstein-Barr virus (strain AG876)), Q1HVG2; hit rate 0.42% among 220,000; AID 1085, 2008; Fluorescence polarization binding assay, mP read-out; in the data active = inhibition above about 50%
# Target sequence (Q1HVG2 whole entry, looked up): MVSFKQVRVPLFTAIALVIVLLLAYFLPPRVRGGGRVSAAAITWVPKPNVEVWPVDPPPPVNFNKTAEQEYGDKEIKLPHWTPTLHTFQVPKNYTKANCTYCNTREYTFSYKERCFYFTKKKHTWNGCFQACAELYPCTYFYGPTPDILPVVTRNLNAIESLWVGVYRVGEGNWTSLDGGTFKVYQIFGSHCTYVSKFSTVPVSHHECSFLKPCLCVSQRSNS
# Runt-CBFb FRET = inhibitors of RUNX1 Runt–CBFb binding, primary screen, biochemical, FRET, Cerulean-Runt, Venus-CBFb, uHTS; Cerulean-Runt/Venus-CBFb FRET ratio 530/480, 1 h; inhibition, % at 20 µM; hit rate 0.46% among 220,000; AID 1496, 2009;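 active = inhibition over about 50% at 20 µM in the single-dose screen, limit read from the data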;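 note: 0% = DMSO wells and 100% = excess unlabeled CBFb competitor control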
#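 System: Cerulean-labeled Runt domain protein | Quantity: 100 nM of each labeled protein | Schedule: 1 h compound exposure, room temperature | Detection: Fluorescence energy transfer, 422 nm excitation, 530/480 nm emission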
# NCF1 inh = p47phox/p22phox peptide binding inhibitors, primary screen, biochemical, uHTS, NADPH oxidase regulatory subunit; Neutrophil cytosol factor 1 (Homo sapiens), P14598; inhibition, % at 24.7 µM; fluorescence polarization, 2 h; hit rate 0.53% among 220,000;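 active = inhibition above about 30%, limit read from the data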;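 note: 0% = p47phox with labelled peptide and 100% = labelled peptide alone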
# RBBP9 inhibitor = human RBBP9 inhibitors, primary screen, biochemical, fluorescence polarization, FP-Rh probe, HTS; recombinant RBBP9; inhibition, % at 7.94 µM; hit rate 0.2% among 220,000; AID 1515, 2009;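 active = inhibition above the campaign mean of all tested compounds plus 3 SD, cut at about 14% in these data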;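 note: plate controls were DMSO wells with RBBP9 for no effect and wells lacking RBBP9 protein for full effect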
#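 system = RBBP9 protein | input = RBBP9 at 2.5 µM in dispensed solution, before mixing | measured by = fluorescence polarization (mP), excitation 525 nm, emission 598 nm | incubation = enzyme-compound preincubation 30 min, then probe labeling 45 min, 25 °C | buffer or medium = Tris-NaCl-Pluronic buffer, pH 8.0 | compound = single dose 7.94 µM | also added = FP-Rh probe, 375 nM dispensing solution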
# Calpain2 inh = inhibitors of pig calpain II, primary screen, biochemical, fluorogenic peptide substrate, 1536-well; purified calpain II, 30 min; inhibition, % at 16 µM; hit rate 0.37% among 220,000;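 active = inhibition above about 50%, limit read from the data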
# Tb hexokinase = Trypanosoma brucei hexokinase 1 inhibitors, primary screen, biochemical, G6PDH-coupled NADH absorbance, MLSCN library; hexokinase 1 [Trypanosoma brucei]; AID 1430, 2008; hit rate 0.11% among 220,000; inhibition, % at 10 µM; recombinant TbHK1, G6PDH-coupled NADH A340;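 active = inhibition of 50% or more in the single-dose primary screen; inactive = inhibition below 50%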
# p97 inhibitor = inhibitors of human p97 ATPase, primary screen, biochemical. hit rate 0.42% among 220,000. AID 1481, 2009. recombinant p97 ATPase, Kinase-Glo ATP luminescence, 3 h. Transitional endoplasmic reticulum ATPase (Homo sapiens), P55072. inhibition, % at 8 µM; in the data active = inhibition above about 15%;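 note: 0% = DMSO vehicle and 100% = wells lacking enzyme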
# Target sequence (P55072 whole entry, looked up): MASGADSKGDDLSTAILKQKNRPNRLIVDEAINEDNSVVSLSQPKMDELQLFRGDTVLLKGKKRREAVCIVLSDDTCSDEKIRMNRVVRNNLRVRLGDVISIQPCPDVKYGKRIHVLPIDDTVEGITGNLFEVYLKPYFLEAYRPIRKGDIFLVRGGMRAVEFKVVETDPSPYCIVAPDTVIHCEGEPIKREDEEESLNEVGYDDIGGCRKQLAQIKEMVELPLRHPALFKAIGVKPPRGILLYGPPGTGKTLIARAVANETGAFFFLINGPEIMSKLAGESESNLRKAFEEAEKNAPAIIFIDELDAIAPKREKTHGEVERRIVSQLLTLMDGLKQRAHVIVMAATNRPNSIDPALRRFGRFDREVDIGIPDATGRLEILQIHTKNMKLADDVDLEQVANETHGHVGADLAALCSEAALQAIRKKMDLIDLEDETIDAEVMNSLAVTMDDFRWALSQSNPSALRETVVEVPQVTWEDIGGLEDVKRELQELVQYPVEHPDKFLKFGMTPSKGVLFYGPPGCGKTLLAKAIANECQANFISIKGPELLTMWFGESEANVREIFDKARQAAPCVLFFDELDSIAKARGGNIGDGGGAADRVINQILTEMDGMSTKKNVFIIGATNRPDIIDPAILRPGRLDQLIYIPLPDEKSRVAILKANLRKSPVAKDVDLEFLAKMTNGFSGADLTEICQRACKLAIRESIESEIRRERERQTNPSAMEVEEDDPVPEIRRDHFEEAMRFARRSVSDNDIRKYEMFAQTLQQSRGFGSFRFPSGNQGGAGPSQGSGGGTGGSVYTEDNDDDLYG
# Runt-SMMHC FRET = inhibitors of RUNX1 Runt–CBFb-SMMHC binding, primary screen, biochemical, FRET, Cerulean-Runt, Venus-CBFb-SMMHC, uHTS; Runt-related transcription factor 1 (Homo sapiens) + Core-binding factor subunit beta …; Cerulean-Runt/Venus-CBFb-SMMHC FRET ratio 530/480, 1 h; inhibition, % at 20 µM; hit rate 0.74% among 220,000; AID 1434, 2008;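 active = mean inhibition across duplicate retests at 20 µM reaching about 50%, limit read from the data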;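 note: 0% = DMSO wells and 100% = wells with excess untagged CBFb-SMMHC; inhibitors lower the FRET ratio by blocking Runt binding to CBFb-SMMHC; some results filed as inactive read as strong as hits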
# The depositor's hits bear a star; i = inactive; / = not tested or not shown; [ ] = remark or other dose.
SMILES,Furin inhibitor,EBV gp42 inh,Runt-CBFb FRET,NCF1 inh,RBBP9 inhibitor,Calpain2 inh,Tb hexokinase,p97 inhibitor,Runt-SMMHC FRET
O=C1c2ccccc2C(Nc2ccc(S(=O)(=O)N3CCCCCC3)cc2)N1c1ccccn1 (stereo not given),-18.8,-1.2,0.0,-12.8,-3.4,-35.8,-5.6,1.9,0.0
CC(c1ccc(C(C)(C)C)cc1)S(=O)CC(O)CO (stereo not given),-24.8,-1.4,1.6,-5.6,-5.1,-15.0,1.0,2.1,-0.6
Cc1c(/C=N/NC(=O)c2ccc(O)cc2)c2ccccn2c1C(=O)c1ccc(F)cc1,-3.5,-18.9,-25.3,-3.9,4.0,1.5,9.7,3.4,-48.0
O=C(CSc1nnc(-c2ccccc2)n1-c1ccc(Cl)cc1)NNC(=S)Nc1ccccc1,-10.7,4.7,0.7,-4.1,-3.2,-37.9,5.9,-7.2,1.2
C=CCN(c1ccccc1C(=O)O)S(=O)(=O)/C=C/c1ccccc1,-18.2,3.2,-0.8,-5.2,-0.2,-4.7,-12.2,4.0,1.2
O=C(COc1ccccc1[N+](=O)[O-])NNC(=O)Nc1cccc2ccccc12,-15.3,-8.6,1.0,5.1,-0.3,-3.2,2.4,3.9,-4.2
O=C(N/N=C/c1ccc([N+](=O)[O-])cc1)c1cc(-c2ccc3c(c2)OCO3)n[nH]1,-11.2,-20.0,-2.4,14.7,0.4,30.7,-14.9,7.1,-9.7
Cc1ccc(C(=O)NC(=S)NCc2cccnc2)c(C)c1,-16.5,0.8,-2.0,-2.1,-0.6,47.6,-4.9,0.0,2.2
c1cncc(Oc2cccc(Oc3cccnc3)c2)c1,-31.4[20 µM],-24.1,-2.8,-7.6,-10.1,7.1,-0.1,-0.1,2.8
CCOC(=O)c1c(C(=O)OCC)c(C)n(N2C(=O)CSC2=S)c1C,-17.1,-37.7,4.2,-85.2,-7.4,8.6,-1.7,1.7,0.7
COc1ccc(OC)c(Nc2nc(N)nc(CCl)n2)c1,-18.7,-15.9,-0.1,-9.9,-7.2,-7.7,8.2,24.5*,-0.4
CCOc1ccc(C(=O)Nc2cccc3ncccc23)cc1Br,-12.7,3.5,-1.1,-8.3,-6.9,-11.8,-1.9,3.5,1.6
O=C(COC(=O)c1cc(Br)c(Br)s1)NCCC1=CCCCC1,-24.6,-17.1,-5.7,-10.4,-0.1,-0.8,-9.1,2.7,-12.1
Cc1ccc(-n2c(SCC(N)=O)nnc2-c2cnccn2)cc1,-13.7,2.4,0.7,-7.0,0.9,-44.6,-7.5,6.0,1.4
COc1ccc(CCNS(=O)(=O)c2cc(/C=C/C(=O)O)ccc2C)cc1OC,-11.9,-9.1,-2.3,-9.7,-2.7,-17.9,-2.1,5.9,-1.0
CCc1nnc(NC(=O)CSc2nnc(-c3ccncc3)n2C)s1,-107.1[20 µM],-0.6,-1.4,5.7,-5.4,27.5,-5.8,4.0,-0.7
COc1ccc(-c2ccnc3nc(N4CCOCC4)nn23)cc1,-24.4[20 µM],-24.0,-2.5,-11.8,-1.7,i,-32.8,3.8,-7.6
NS(=O)(=O)c1ccc(CCNC(=O)CSc2nc3ccsc3c(=O)n2CC2CCC(C(=O)O)CC2)cc1 (stereo not given),-20.0,-8.6,-1.6,0.3,-4.2,-15.3,-1.0,-1.4,-1.4
NC(=O)COC(=O)c1ccc(Oc2ccccc2)cc1,-12.8,-3.3,1.9,7.4,-9.0,10.1,7.3,-2.2,3.0
Cc1nc(N)sc1-c1csc(Nc2ccccc2)n1,-28.6[20 µM],-8.1,13.0,-15.4,3.6,-32.3,0.6,7.9,4.8

# Two compounds from above with just p97 inhibitor, Runt-CBFb FRET and RBBP9 inhibitor:
SMILES	p97 inhibitor	Runt-CBFb FRET	RBBP9 inhibitor
O=C(COC(=O)c1cc(Br)c(Br)s1)NCCC1=CCCCC1	2.7	-5.7	-0.1
NS(=O)(=O)c1ccc(CCNC(=O)CSc2nc3ccsc3c(=O)n2CC2CCC(C(=O)O)CC2)cc1 (stereo not given)	-1.4	-1.6	-4.2

# The list continues.
SMILES,Furin inhibitor,EBV gp42 inh,Runt-CBFb FRET,NCF1 inh,RBBP9 inhibitor,Calpain2 inh,Tb hexokinase,p97 inhibitor,Runt-SMMHC FRET
CC1(C)Cc2nc(Cl)c(C(N)=O)cc2CO1,-29.4,-10.9,0.5,-2.6,-6.4,-11.1,-9.9,-2.3,-1.2
Cc1ccc(CCNC(=O)CCSCc2ccc(Cl)cc2)cc1,-11.4,-10.8,1.0,-12.0,0.0,5.3,11.9,-0.4,-3.1
COC(=O)c1cc(C(C)=O)n2ccccc12,6.2[20 µM],-19.4,1.7,-9.3,-9.7,6.2,-25.0,-3.4,-1.9
COC(=O)CC1(c2ccccc2)C(=O)c2ccccc2C1=O,-13.6[20 µM],-11.8,-0.4,0.9,-7.9,-12.5,-3.6,-5.2,2.0
COc1ccc(-n2nnc3c(=O)n(CC(=O)OCc4ccccc4)cnc32)cc1,-20.8,-0.1,1.1,2.8,-6.1,-5.3,1.0,0.2,0.0
O=C(NCCCl)Nc1cccc(Br)c1,-15.8,15.3,0.2,-0.1,-1.8,4.5,-1.3,0.5,-1.9
Cc1ccccc1C(=O)c1c[nH]c(C(N)=O)c1,-19.0,-5.2,-1.8,-13.2,-4.9,-13.3,-1.9,4.4,-2.1
N#C/C(=C/c1ccc(-c2ccc(Br)cc2)o1)C(=O)NC1CCCCC1,-1.5,-20.3,-6.7,-13.4,-4.2,-31.3,21.9,1.1,14.1
COc1ccccc1NC(=O)CSc1nnc(C2CCCCC2)n1-c1ccccc1,-20.8,9.8,-0.7,-12.4,-2.3,13.5,-9.3,-1.1,0.7
Cc1ccc(-n2c(Cc3cccn3C)nnc2SCC(=O)NC2CCCCC2)cc1,-17.9,-22.0,-0.7,-8.4,-0.8,-6.9,-5.1,-0.5,-1.0
CCCCNC(=O)C1CCCN1C(=O)Nc1ccccc1 (stereo not given),-2.6[20 µM],4.5,0.2,-12.6,-8.6,12.9,4.2,1.3,-1.1
Cc1cc(C)nc(NC(=NCCc2c[nH]c3ccccc23)NC(=O)Nc2ccc(Cl)c(Cl)c2)n1,-6.4,4.6,-2.0,-14.7,-9.8,-63.0,-14.6,-5.8,2.8
CCOc1ccccc1Nc1nnc(SCC(=O)Nc2nc(-c3ccc(OC)cc3)cs2)s1,-9.1,-22.8,1.3,-15.3,-14.6,-71.0,-13.1,5.3,2.7
COc1ccc(N2CCC(CNC(=O)Nc3ccc(C)c(C)c3)C2)cc1 (stereo not given),-6.2,-9.7,3.9,1.5,5.9,-19.5,3.4,3.4,5.6
NC(=O)c1cc2cc([N+](=O)[O-])ccc2oc1=O,-15.7,-21.4,-2.7,-5.2,2.6,-9.5,-20.1,3.4,-2.6
COc1ccc(N2CCN(C(=O)CCNS(=O)(=O)c3ccccc3)CC2)cc1,-17.0,-7.5,-0.5,-8.1,-5.2,11.4,-0.5,-0.5,2.6
COc1ccc(OC)c(NC=C2C(=O)OC3(CCCCC3)OC2=O)c1,10.5,2.9,-4.8,3.4,-4.6,7.9,-13.0,-7.2,-5.9
CC(=O)c1c(NC(=O)c2ccccc2)[nH]c(-c2ccccc2)nc1=S,-15.2,-6.4,/,-4.0,-10.0,-1.6,-3.4,1.9,-3.5
COc1cc(/C=N/Nc2ccc(Cl)c(C(=O)O)c2)ccc1OC(=O)c1cccs1,-9.3,3.5,-1.4,-9.7,-7.5,-60.3,-5.2,-2.0,-3.4
C=C(C)Cn1c(SCC(=O)NCc2ccco2)nc2sc3c(c2c1=O)CCC3,-18.4[20 µM],-9.7,-0.7,-9.9,-1.7,17.4,-5.9,-0.1,-2.6
NC(=S)N/N=C/c1ccc(-c2ccc(Cl)c(Cl)c2)o1,-16.5[20 µM],-13.7,10.5,-14.7,1.2,-168.2,-1.0,4.8,1.1
CN(C)c1cccc(C(=O)NCC2CCCO2)c1 (stereo not given),-20.5,-11.4,3.6,-10.8,-5.4,-64.1,-2.7,2.0,0.3
Cc1ccnn1C(C)C(=O)O (stereo not given),-28.0,-8.6,0.0,8.2,8.8,-18.3,3.1,5.4,0.2
O=C(O)CCN1C(=O)c2ccncc2C1=O,-29.0,0.7,-2.0,-9.2,-1.3,-21.9,1.1,3.3,-2.4
CCCCNC(=O)Nc1c(C)cc(SC#N)cc1C,-25.3,-5.8,8.8,-13.6,-7.7,-13.4,5.0,-0.1,4.7
CCOC(=O)C1=C(C)C(c2ccccc2OC)NC(=O)N1 (stereo not given),-14.6[20 µM],3.7,1.8,-4.3,5.1,-3.2,-4.3,-5.7,0.1
COc1ccc(C(=O)NCC(=O)OCC(=O)Nc2cc(OC)ccc2OC)cc1,-17.1[20 µM],-16.1,0.6,-0.5,-7.1,-40.0,-9.1,7.6,-6.3
Cn1c(N)c(C#N)c(C#N)c1-c1ccccc1,-15.6,/,/,/,-3.4,/,-6.4,4.1,/
O=C(/C=C/c1ccco1)NCC1OCCc2ccccc21 (stereo not given),-20.3,19.6,15.8,-32.0,7.6,-53.7,-2.0,8.8,-9.6
[O-]c1c[n+](-c2ccc(-[n+]3cc([O-])on3)cc2)no1,-11.8,33.4,5.9,0.3,-9.5,-33.9,-5.5,-1.9,-3.4
COc1ccc(/C=N\NC(=O)c2sc(N)nc2C)cc1OC,-5.6[20 µM],-12.7,5.0,5.0,2.9,2.9,-73.8,4.2,-3.3
Cc1ccc(Oc2ncccc2/C=N/O)cc1,-14.8,-11.7,-1.4,1.3,-5.5,-3.1,3.9,1.9,3.8
Cc1ccc(S(=O)(=O)NCCCC(=O)C=[N+]=[N-])cc1,-4.8,-4.4,0.2,-10.2,-4.4,-20.4,0.0,-0.1,-0.1
CC(C)(C)OC(=O)C1C(=O)CC(C)(O)C(C(=O)OC(C)(C)C)C1c1ccco1 (stereo not given),-28.1[20 µM],-12.2,-1.7,1.5,-5.2,-16.5,3.9,-1.8,-4.2
COc1ccc(C(c2oc(CO)cc(=O)c2O)c2oc(CO)cc(=O)c2O)cc1OC,-32.5,-7.2,0.1,/,-0.2,-4.8,-23.1,-0.1,0.3
CCOc1cccc(N2C(=O)CC(N3CCC(C(N)=O)(N4CCCCC4)CC3)C2=O)c1 (stereo not given),-20.9[20 µM],-20.4,2.3,-20.0,2.4,-5.2,1.4,0.7,3.6
COc1ccc(S(=O)(=O)NCc2ccccn2)cc1Cl,-16.7[20 µM],-0.2,-0.5,-20.3,2.8,-1.1,2.4,-1.2,-3.0
